GPR151 activ: activators of human GPR151, primary screen, cell-based, PathHunter beta-arrestin, luminescence; 1% of 650,000 active; G-protein coupled receptor 151 (Homo sapiens), Q8TDV0; PathHunter beta-arrestin GPR151 cells; activation, % at 11.2 µM; in the data active = activation above about 4.9%;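 note: 0% = median of compound wells and 100% = cells with positive control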
Target sequence (Q8TDV0 whole entry, looked up): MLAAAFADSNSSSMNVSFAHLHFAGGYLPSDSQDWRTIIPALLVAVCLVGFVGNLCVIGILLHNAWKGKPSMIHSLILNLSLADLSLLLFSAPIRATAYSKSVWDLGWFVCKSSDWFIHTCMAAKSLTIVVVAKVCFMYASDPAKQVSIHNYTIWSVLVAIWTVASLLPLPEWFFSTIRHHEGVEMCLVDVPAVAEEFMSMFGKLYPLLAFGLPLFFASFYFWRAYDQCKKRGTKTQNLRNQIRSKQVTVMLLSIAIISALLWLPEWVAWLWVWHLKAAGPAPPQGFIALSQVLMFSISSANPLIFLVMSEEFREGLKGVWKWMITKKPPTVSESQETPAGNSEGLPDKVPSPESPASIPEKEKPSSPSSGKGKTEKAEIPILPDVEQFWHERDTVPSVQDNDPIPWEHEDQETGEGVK
MITF inh: MITF inhibitors, primary screen, biochemical, AlphaScreen, human; inhibition, % at 2.6 µM; Microphthalmia-associated transcription factor (Homo sapiens), O75030; AlphaScreen MITF homodimerization, bead proximity signal; 0.91% of 650,000 active; in the data active = inhibition above about 50%;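 note: 0% = vehicle wells with protein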
Target sequence (O75030 whole entry, looked up): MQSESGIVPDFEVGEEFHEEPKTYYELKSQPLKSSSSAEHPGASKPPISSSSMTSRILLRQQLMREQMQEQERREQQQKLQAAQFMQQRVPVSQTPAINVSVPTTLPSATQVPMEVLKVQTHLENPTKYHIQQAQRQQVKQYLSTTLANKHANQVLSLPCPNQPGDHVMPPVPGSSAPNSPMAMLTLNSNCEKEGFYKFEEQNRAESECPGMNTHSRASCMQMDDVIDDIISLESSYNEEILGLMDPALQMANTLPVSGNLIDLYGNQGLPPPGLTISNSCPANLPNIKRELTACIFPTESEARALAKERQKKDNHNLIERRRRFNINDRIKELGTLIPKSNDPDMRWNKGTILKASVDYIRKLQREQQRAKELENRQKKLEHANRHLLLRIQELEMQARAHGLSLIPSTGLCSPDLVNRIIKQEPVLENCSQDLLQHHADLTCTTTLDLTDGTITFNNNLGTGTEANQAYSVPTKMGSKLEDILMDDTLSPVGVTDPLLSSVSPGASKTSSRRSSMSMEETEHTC
TEAD-YAP block: TEAD-YAP interaction inhibition, primary screen, TEAD-YAP interaction inhibitor project, luminescence, HEK-TIYL cells. AID 1259422, 2018. inhibition, % at 9.12 µM. TEAD-Gal4/YAP UAS-luciferase luminescence. 1.4% of 640,000 active; in the data active = inhibition above about 32%;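 note: 0% = median of test compound wells and 100% = reference inhibitor wells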
FBW7 activator: FBW7 E3 ligase activators, primary screen, biochemical, AlphaScreen, human | F-box/WD repeat-containing protein 7 (Homo sapiens), Q969H0 | AlphaScreen FBW7–phospho-cyclin E peptide binding, activator screen | normalized activity (activation), % at 26.1 µM | 0.13% of 650,000 active | AID 1259310, 2017; in the data active = normalized activity above about 1.9%;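 note: purified mutant Fbw7 with reduced substrate affinity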
* = called active by the depositor; & = joins results of further samples.

SMILES,GPR151 activ,TEAD-YAP block,MITF inh,FBW7 activator
COC(=O)c1ccccc1NC(=O)CSc1nc(C)cc(=O)[nH]1,1.6,-5,32,-0.1
CCCOc1ccc(/C(O)=C2/C(=O)C(=O)N(CCN(CC)CC)C2c2ccc(OC)cc2)cc1C (stereo not given),-0.7,0,-3,-0.1
O=C(Nn1cnnc1)c1cc(-c2cccc(Cl)c2)nc2ccccc12,2.3,17,8,0.1
O=C(NC1CC1)c1ccc(-c2cccc(C(=O)NC3CCN(Cc4ccccc4)CC3)n2)cc1,1.5,4,7,0.1
COc1ccc(Cn2cnc(Sc3nc4c(c(=O)n(C)c(=O)n4C)n3C)n2)cc1[N+](=O)[O-],0.8,5,4,0.1
CCCNC(=O)c1ccccc1NS(=O)(=O)c1ccc(C)c([N+](=O)[O-])c1,0.7,6,19,0.2
CCOC(=O)C1(CC2CCCCO2)CCN(C(=O)NCc2ccccc2)CC1 (stereo not given),0.0,0,-22,0.1
CCOc1c(Cl)cc(C(=O)Nc2ccc(C(=O)O)cc2)cc1Cl,-1.3,-20,-14,0.0
COc1ccc(C(=O)Nc2c(-c3ccc(F)cc3)nc3ccccn23)cc1OC,0.4,4,5,-0.2
CC1CCC(NC(=O)Cn2c3ccccc3c3cn[nH]c(=O)c32)CC1 (stereo not given),0.1,-3,12,0.3

Part of the list above, with values under each structure:
Values run as follows: GPR151 activ, TEAD-YAP block, MITF inh, FBW7 activator
COc1ccc(C(=O)Nc2c(-c3ccc(F)cc3)nc3ccccn23)cc1OC
    0.4, 4, 5, -0.2
CC1CCC(NC(=O)Cn2c3ccccc3c3cn[nH]c(=O)c32)CC1 (stereo not given)
    0.1, -3, 12, 0.3

(next part)
SMILES,GPR151 activ,TEAD-YAP block,MITF inh,FBW7 activator
CCCN(C1CCN(C)CC1)S(=O)(=O)c1ccc(Cl)cc1,-0.8,6,1,0.0
CCn1c(=NC(=O)c2ccc(S(=O)(=O)N3CCCC3)cc2)sc2cccc(OC)c21,0.8,2,-9,-0.1
CCCCc1ccc(C2C3CCCC=C3C(C#N)=C(N)C2(C#N)C#N)s1 (stereo not given),0.8,3,11,0.0
Cc1ccc(C(C)C)c(OCC#CCCOn2nnc3ccccc32)c1,0.9,-2,-3,0.3
COc1ccccc1NCN1C(=O)c2cc(Cl)c(Cl)cc2C1=O,-1.0,-4,3,-0.1
CCOc1cc(C(=O)NCc2ccccn2)cc(OCC)c1OCC,0.1,10,7,0.1
O=C1CCC(C(=O)c2ccccc2)C(O)=C1C=NCCO (stereo not given),3.1,4,-5,0.0
Cc1ccc(-c2ocnc2C(=O)Nc2ccc3nc(-c4cccnc4)oc3c2)cc1,0.1,3,4,1.0
CC1Oc2ncc(C(F)(F)F)cc2N(Cc2ccccc2F)C1=O (stereo not given),-0.4,-1,-2,-0.1
O=C1CCC(N2CC3CCC2C3)CCN1Cc1ccc2ccccc2c1 (stereo not given),-0.6,-4,-13,0.1
O=C(NCCc1ccccc1)C1CC(=O)N(C2CCCCCC2)C1 (stereo not given),-1.0,10,16,0.9
Cc1cccc2sc(NC(=O)c3ccc(Cl)cc3[N+](=O)[O-])nc12,-1.5,5,7,0.0
CC(=O)c1cccc(NC(=O)CN2Cc3ccccc3C2=O)c1,0.5,2,6,0.1
CN1CCN(C(=O)c2ccc(-c3nc(NC4CCN(Cc5ccccc5)CC4)c4[nH]cnc4n3)cc2)CC1,0.7,-4,2,0.0
O=C(c1cccnc1)N1CCCC1c1nc2ccccc2[nH]1 (stereo not given),0.2,-1,-8,-0.2
CC1(C)CC(NC(=O)CSc2ccc(Br)cc2)CC(C)(C)N1,1.2,-2,7,-0.1
O=[N+]([O-])c1ccc2nc(-c3ccccc3)c(-c3ccccc3)nc2c1,1.2,1,-2,0.0
Cc1cc(NCc2ccccc2)nc(Nc2cccc(N(C)C)c2)n1,3.5,9,14,-0.3
COc1cccc(C(=O)N(Cc2ccco2)C2CCS(=O)(=O)C2)c1 (stereo not given),-1.3,0,14,0.0
O=C(N/N=C/c1cc(Br)ccc1O)c1ccc(F)cc1,1.3,76*,12,-0.1
CCC(/C=N/NC(=O)CNc1ccc(OC)cc1)CC,1.6,3,14,0.1
CN1CCN(C(CNC(=O)Nc2ccc(F)cc2)c2ccc3c(c2)CCN3C)CC1 (stereo not given),0.1,1,0,-0.1
O=C1c2cccc([N+](=O)[O-])c2C(=O)N1c1ccc(OCc2ccccc2)cc1,-1.7,-8,-1,-0.2
N#Cc1ccc(OCC(=O)Nc2cccc(S(N)(=O)=O)c2)cc1,-0.7,-8,5,0.5
Cc1sc(NC(=O)COc2ccccc2)c(-c2nc3ccccc3s2)c1C,1.0,-5,19,0.2
O=C(Cn1ncc2c3ccccc3n(Cc3ccccc3)c2c1=O)NCc1ccccn1,0.4,6,0,-0.1
CCCCSc1nnc2c(n1)OC(C)(CC)Nc1ccccc1-2 (stereo not given),1.4,-20,3,0.0
Cc1ccc(Cn2c(=O)n(Cc3ccco3)c(=O)c3ccccc32)cc1,-0.4,-3,7,0.2
COC(=O)Nc1c(N)n(C)c(=O)n(C)c1=O,-0.3,-6,5,-0.1
CCOC(=O)COc1ccc(Br)cc1/C=C1/NC(=O)NC1=O,-0.9,6,0,0.1
COc1cc(/C=C2/C(=O)ON=C2c2ccccc2)cc(OC)c1OC,-0.7,2,56*,-0.1
COc1cccc(/C=C/C(=O)c2ccc(F)cc2)c1OC,1.4,-19,14,0.2
Cc1cc([N+](=O)[O-])nn1CCCC(=O)O,1.0,0,-3,0.0
COc1ccc(CN2CCN(C3CCN(C(C)C)CC3)C(CCO)C2)c(Cl)c1OC (stereo not given),-1.2,1,9,0.0
CN1CC(=O)N(CC(=O)c2ccc(Cl)s2)C1=O,0.3,5,0,0.0
CCC(=O)Nc1ccc2c(c1)nc(CCNC(C)=O)n2C,0.7,1,4,-0.1
CCOC(=O)Cc1csc(NC(=O)C(C)Oc2ccc(OC)cc2)n1 (stereo not given),-2.0,-4,8,-0.4
CCn1c(=O)c(C(=O)Nc2ccccc2N)c(O)c2ccccc21,-0.5,11,0,0.0
CCOc1ccc(S(=O)(=O)Nc2c(C)n(C)n(-c3ccccc3)c2=O)c2cccnc12,-1.3,11,-22,-0.2
Cn1c2ccccc2c2c(C(=O)NCCN3CCOCC3)cn(C3CCCCC3)c(=O)c21,0.9,6,21,0.7

Four compounds out of the list, ordered by SMILES length, descending.
SMILES,GPR151 activ,TEAD-YAP block,MITF inh,FBW7 activator
CCCNC(=O)c1ccccc1NS(=O)(=O)c1ccc(C)c([N+](=O)[O-])c1,0.7,6,19,0.2
O=C(Cn1ncc2c3ccccc3n(Cc3ccccc3)c2c1=O)NCc1ccccn1,0.4,6,0,-0.1
Cc1sc(NC(=O)COc2ccccc2)c(-c2nc3ccccc3s2)c1C,1.0,-5,19,0.2
CCOc1cc(C(=O)NCc2ccccn2)cc(OCC)c1OCC,0.1,10,7,0.1

Next section
SMILES,GPR151 activ,TEAD-YAP block,MITF inh,FBW7 activator
Cc1cc(/C=C(\C#N)C(=O)O)c(C)n1CC(C)C,-0.4,12,8,-0.1
Cc1cc(C)c(-n2c(C)cc(/C=C3/NC(=O)NC3=O)c2C)c(C)c1,0.6,-5,-2,-0.1
COc1ccc(C(=O)Nc2ccc(S(=O)(=O)Nc3cc(C)nc(C)n3)cc2)c(OC)c1,-0.1,-2,1,0.1
CCN(CC(=O)NC1CCCC1)S(=O)(=O)c1ccc(C)cc1,0.8,-17,-7,0.2
COc1ccc(S(=O)(=O)NCC2CCCN(Cc3ccc(F)cc3Cl)C2)cc1 (stereo not given),0.5,-6,-14,0.0
COc1ccc(C(=O)NCCc2cc3ccc(C)cc3[nH]c2=O)c(OC)c1,-0.1,15,2,-0.1
O=C(CCN1CCc2ccccc2CC1)c1ccc2c(c1)OCCO2,-0.5,1,-1,-0.3
O=C1Nc2ccccc2S(=O)(=O)N1c1ccc(Br)cc1,1.3,-4,5,0.1
N#Cc1ccc[n+](CC(=O)c2ccc(Cl)cc2)c1,0.0,9,-10,0.1
Cc1cccc(N=Cc2nc(-c3ccc(Br)cc3)oc2O)c1,1.0,1,1,-0.1
CC(=O)N(C)c1ccc(OCC(O)Cn2cnc3cc(C)c(C)cc32)cc1 (stereo not given),1.0,0,-4,-0.1
Cc1cccc(Nc2nc(-c3c(C)nc4cc(C)ccn34)cs2)c1,-0.4,11,-12,0.0
CCOC(=O)C1=C(N)n2c(s/c(=C/c3ccccc3)c2=O)=C(C(=O)OCC)C1c1ccccc1 (stereo not given),-2.1,-9,-6,0.1
Cc1cnc(Nc2ccncc2)nc1NC1CCN(Cc2ccccc2)CC1,0.0,22,-3,0.1
CCc1cc(I)ccc1NC(=O)COc1ccc(OC)cc1,3.0,-4,15,-0.1
CC1CCC(N2CCN(c3ccccc3F)CC2)C1 (stereo not given),0.0,-4,24,0.1
Cc1ccc(C)c2nc(SCC(=O)NC(C)(C)C)c(C#N)cc12,-0.1,-10,11,0.3
O=C(NC1CCCC1)c1ccc(CS(=O)c2ccc(Cl)cc2)o1 (stereo not given),1.6,10,14,0.1
Cc1ccc(C(=O)NC2CCS(=O)(=O)C2)cc1S(=O)(=O)N1CCCCC1 (stereo not given),-1.1,5,9,0.3
CC(C)c1ccc(-n2cc(-c3ccncn3)cn2)cc1,0.4,-48,13,0.1
Cc1cc(=O)oc2sc3c4ccccc4ccc3c12,1.4,0,-4,0.1
Cc1ccc(Cn2nc(C)c(/C=C/C(=O)O)c2C)cc1,0.6,-5,0,0.1
COc1ccccc1C(=O)COC(=O)CN1C(=O)c2cccc([N+](=O)[O-])c2C1=O,0.8,3,-2,-0.1
COc1ccccc1Cn1c(=S)[nH]c2cc(C(=O)NCc3ccc(Cl)c(Cl)c3)ccc2c1=O,0.0,-7,-9,0.0
CC(O)CNc1nc2c(c(=O)n(Cc3cccc(Cl)c3)c(=O)n2C)n1C (stereo not given),0.5,2,-38,-0.1
CCC1=NN2C(=N)/C(=C/c3cc(I)c(OCCOc4ccc(C(C)(C)C)cc4)c(OC)c3)C(=O)N=C2S1,4.1,-23,11,0.2
O=C(CN1CCc2ccccc2C1)N1CCc2ccccc21,-0.4,-13,12,0.2
C=CCOc1ccc(/C=c2\sc3nc(-c4cccs4)nn3c2=O)cc1,-1.0,0,1,-0.6
C[C@H](O)[C@H]1NC(=O)[C@H]2CN(Cc3nc(-c4ccc(F)cc4)cs3)CCN2C1=O,-0.7,1,-9,-0.3
c1cc(CN2CCCCC2)cc(OCCCNc2nc3ccccc3s2)c1,0.5&1.8,-4,7&6,0.2&-0.1
NC1=NC(=O)/C(=C\c2cccc(Cl)c2)S1,0.7,6,-16,0.0
CCCCOC1C(C2COC(C)(C)O2)OC2OC(C)(C)OC21 (stereo not given),-0.2,3,4,0.1
O=C(CCS(=O)(=O)c1ccc2c(c1)OCC(=O)N2)Nc1cccnc1,0.4,-1,1,0.0
O=C1NC(=O)C(Sc2ccc(Cl)cc2)S1 (stereo not given),-1.8,4,-1,0.2
CC(C)OC(=O)c1cc2nc3c(c(C(F)(F)F)n2n1)CCc1ccccc1-3,2.9,-4,-1,0.0
O=C(O)C1=CNc2cc(C(=O)O)ccc2S1(=O)=O,0.3,-1,2,-0.2
OCCN1CCN(CC(O)COc2ccc(C34CC5CC(CC(C5)C3)C4)cc2)CC1 (stereo not given),1.6,-4,-7,0.0
CCOc1ccc(NC(=O)CSc2nc3n[nH]c(C)c3c(=N)n2-c2ccc(CC)cc2)cc1,1.8,25,-14,0.1
Cc1c(C(=O)NCc2ccc(F)cc2)sc2ncnc(N3CCc4ccccc4C3)c12,-0.4,-11,2,-0.2
CC(C)(C)c1cc(-c2ccccc2)cc(-c2ccccc2O)n1,2.3,-14,4,-1.4
CCOc1ccc(C2=NC(c3ccc(C(F)(F)F)cc3)NC(c3cc(Br)ccc3O)C2)cc1 (stereo not given),0.1,6,-2,-0.1
CCOC(=O)CCc1c(C)c2ccc(OC3CCCCC3=O)cc2oc1=O (stereo not given),-0.4,-14,-2,-0.3
O=C1N/C(=C/c2ccsc2)C(=O)N1Cc1ccc(F)cc1,0.7,-1,-3,0.6
CCN1CCN(C(c2ccccc2OC)c2nnnn2C2CCCC2)CC1 (stereo not given),0.1,10,1,0.0
COc1cc(C(=O)N2CCC(O)(c3ccccn3)CC2)cc(OC)c1OC,0.0,16,10,1.2
CCOc1cc(C#N)ccc1OCC(=O)N1CCOCC1,-0.2,-33,5,0.1
COc1ccc(NC(=O)c2cccnc2C(=O)O)cc1,0.0,-1,33,-0.5
CC(=O)c1c(C(C)=O)c(C)n(-c2ccc(N)c(C)c2)c1C,1.3,-2,8,0.2
CCOC(=O)c1nn(-c2ccccc2)c(=O)c2c(NC(=O)C(C)(C)C)scc12,-0.5,12,7,0.0

Assay outcomes: PubChem BioAssay, The Scripps Research Institute Molecular Screening Center
